Screening results (PubChem BioAssay)
FXN GAA850 act – frataxin GAA850 promoter activation; AID 540364; hit rate 0.56% among 360,000; HEK293 lucGAA850 FXN promoter luciferase reporter, 24 h; percent of 10 µM SAHA response; activation, % at 6 µM;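 active = activation above the average of all compounds screened plus 3 SD, cutoff fixed separately per campaign, cut at about 7.5% in these data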;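 also: 0% = DMSO wells and 100% = 10 µM SAHA wells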
HGIII-sPLA2 inh – Inhibits HGIII-sPLA2 liposome hydrolysis, primary screen; inhibition, % at 12.2 µM; Q9NZ20; QFRET BODIPY PC-A2 liposome hydrolysis, fluorescence; hit rate 0.56% among 370,000;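 active = inhibition above mean plus 3 SD of compounds lying within the high and low control bounds, cut at about 19% in these data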;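 also: 0% = median of test compound wells and 100% = no enzyme DMSO wells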
Target sequence (Q9NZ20 whole entry, looked up): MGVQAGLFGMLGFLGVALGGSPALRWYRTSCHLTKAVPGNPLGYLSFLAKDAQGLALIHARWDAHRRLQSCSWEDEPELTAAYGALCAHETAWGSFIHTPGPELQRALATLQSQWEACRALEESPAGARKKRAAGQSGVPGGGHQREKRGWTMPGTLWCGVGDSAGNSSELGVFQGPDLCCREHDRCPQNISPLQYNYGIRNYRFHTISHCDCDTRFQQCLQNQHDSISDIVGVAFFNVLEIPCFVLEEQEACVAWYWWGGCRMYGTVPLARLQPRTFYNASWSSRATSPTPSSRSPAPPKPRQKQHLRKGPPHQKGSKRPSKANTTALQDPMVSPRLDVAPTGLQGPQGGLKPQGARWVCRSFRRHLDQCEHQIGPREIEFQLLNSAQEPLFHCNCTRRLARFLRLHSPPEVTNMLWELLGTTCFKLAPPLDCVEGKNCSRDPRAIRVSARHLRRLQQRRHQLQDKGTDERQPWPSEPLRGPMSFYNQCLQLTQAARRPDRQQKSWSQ
DAX1 inh-1 – DAX1 (NR0B1) inhibition, primary screen | AID 652010 | hit rate 1.1% among 370,000 | inhibition, % at 6.8 µM | HEK293T StAR-luciferase reporter, SF-1/DAX-1 repression relief;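 active = inhibition above the mean over all tested compounds plus 3 SD, cut at about 3.6% in these data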;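 also: 0% = DAX-1 cells with DMSO and 100% = cells lacking DAX-1 with DMSO; higher inhibition means more luminescence from relief of DAX-1 repression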
DAX1 inh-2 – NR0B1 (DAX1) inhibition; P51843; AID 504766; hit rate 0.99% among 340,000; inhibition, % at 6.75 µM; HEK293 Gal4-DAX1 luciferase reporter, luminescence;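 active = inhibition above the mean over all tested compounds plus 3 SD, cut at about 4.2% in these data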;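 also: 0% = DAX1-transfected cells with DMSO and 100% = empty-vector control cells with DMSO; inhibition shows as a rise in luminescence from relieved DAX1 repression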
proKLK7 act – activates the human kallikrein-7 zymogen; P49862; purified proKLK7, EDANS-DABCYL substrate fluorescence; 100% is mature enzyme control, 0% vehicle; activation, % at 7 µM; hit rate 0.9% among 370,000;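 active = activation above the mean of all tested compounds plus 3 SD, computed per campaign excluding outliers beyond control limits, cut at about 13% in these data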
Target sequence (P49862 whole entry, looked up): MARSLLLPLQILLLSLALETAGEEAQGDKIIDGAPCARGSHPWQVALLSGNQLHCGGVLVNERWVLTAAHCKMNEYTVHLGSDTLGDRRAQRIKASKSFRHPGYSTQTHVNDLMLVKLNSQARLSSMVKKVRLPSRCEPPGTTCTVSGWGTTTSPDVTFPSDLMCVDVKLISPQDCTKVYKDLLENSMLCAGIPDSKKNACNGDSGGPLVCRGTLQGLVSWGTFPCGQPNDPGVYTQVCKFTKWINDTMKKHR
hgDAF12 agonist – agonists of H. glycines DAF-12 nuclear receptor; activation, % at 6.8 µM; hit rate 1.8% among 370,000; HEK293 GAL4-hgDAF12 UAS-luciferase reporter, agonist luminescence; normalized to butyrate control;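 active = activation above a cutoff set at the mean of all screened compounds plus 3 SD, cut at about 10% in these data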;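 also: 0% = DMSO wells and 100% = sodium butyrate wells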
GC-B act – GC-B (human) receptor activation; hit rate 0.11% among 370,000; HEK293-GC-B cells, CNP EC30, cGMP TR-FRET; 0% at EC30 CNP, 100% saturating CNP; activation, % at 10 µM; P20594; AID 1920062;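 active = activation at 10 µM reaching about 35% in either raw or pattern-adjusted values, limit read from the data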
hcDAF-12 act – activators of H. contortus DAF-12 nuclear receptor; AID 652067; HEK293 hcDAF-12 lit1-tk-luc reporter, luminescence; 0% DMSO, 100% Δ7-dafachronic acid; hit rate 1.4% among 370,000; activation, % at 6.8 µM;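 active = activation above the mean of all tested compounds plus 3 SD, cut at about 5.5% in these data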;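 also: 100% = response to 3 µM Δ7-dafachronic acid high control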
ssDAF-12 act – S. stercoralis DAF-12 activation, primary screen; HEK293 ssDAF-12/GRIP1 lit1-tk-luc reporter, luminescence; % of 3 µM dafachronic acid response; activation, % at 6.8 µM; hit rate 1% among 370,000; AID 652126;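 active = activation above the mean over all tested compounds plus 3 SD, cut at about 0.9% in these data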;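 also: 0% = DMSO-only wells and 100% = 3 µM delta7-dafachronic acid wells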
SMARCA2 activ – SMARCA2 function activation, primary screen; AID 652017; hit rate 1% among 370,000; activation, % at 9.1 µM; MG213 cells, MMTV-luciferase reporter, dexamethasone, overnight; in the data active = activation above about 7.8%;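 also: 0% = vehicle wells and 100% = reference activator wells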
GC-A act – GC-A (human) enzyme activation | HEK293 GC-A cells, cGMP TR-FRET, EC30 ANP; 0% at EC30 ANP, 100% saturating ANP | activation, % at 10 µM | hit rate 0.14% among 370,000 | AID 1671463; in the data active = activation above about 40%
Numbers without * were called inactive; nt = not tested or not shown. The order is random (roughly 6.7% active in at least one column).

SMILES	FXN GAA850 act	HGIII-sPLA2 inh	DAX1 inh-1	DAX1 inh-2	proKLK7 act	hgDAF12 agonist	GC-B act	hcDAF-12 act	ssDAF-12 act	SMARCA2 activ	GC-A act
CCN(c1ccccc1)S(=O)(=O)c1cc(C(=O)NCC(c2ccc(OC)cc2)N(C)C)ccc1C (stereo unspecified)	-5.0	-11	-0.7	0.1	0.1	-0.8	-2	0.8	-1.4	0	-1
Cc1cc(C)cc(-n2nnn(C3C/C(=N/NC(N)=S)C4OCC3O4)c2=S)c1 (stereo unspecified)	-1.2	11	0.3	1.3	-0.4	1.9	1	-0.6	-0.9	-3	-1
O=C(CCCOc1ccccc1)Nc1ccccc1C(F)(F)F	0.2	-3	-0.3	0.8	0.2	-1.5	0	-1.0	-1.9	-1	-2
CN(CC(=O)Nc1ccc(Cl)c(S(=O)(=O)N2CCOCC2)c1)C(=O)c1ccc(C#N)cc1	0.5	-6	0.4	0.8	0.5	-0.4	0	-0.8	-0.9	5	0
Cc1csc(NC(=O)CSc2nnc(NC(=O)COc3ccc(Cl)cc3)s2)n1	-1.8	1	0.8	0.3	-0.6	-1.2	-3	-1.0	-1.3	-1	-3
CCN(CC)CCNC(=O)C1(O)c2cc(Br)ccc2NC(=O)N1c1ccc(Cl)cc1 (stereo unspecified)	-1.7	3	0.4	0.5	-0.5	-2.8	-3	0.8	-0.8	-3	2
COc1ccc2[nH]c(=O)c(C(c3nnnn3C(C)(C)C)N(Cc3ccco3)CC3CCCO3)cc2c1 (stereo unspecified)	-3.0	-4	0.2	0.4	2.8	-2.4	-8	0.0	-0.7	12*	-9
O=C(NCCCN=C1NS(=O)(=O)c2ccccc21)c1ccccc1Cl	1.0	3	0.6	0.9	0.5	2.4	-1	-1.7	-0.3	1	0
CC(=O)Nc1ccc(SCC(=O)c2cc(C)n(Cc3cccs3)c2C)cc1	-9.7	4	-2.6	-0.1	0.4	-11	4	-4.7	-2.7	-8	0
CC(=O)Nc1ccc(N2C(=O)C3C4C=CC(CC4)C3C2=O)cc1 (stereo unspecified)	1.4	1	0.6	1.0	0.5	-0.4	1	-0.4	-0.5	-2	5
Cc1cccc(C)c1NC(=O)C(C)N1CCCCC1 (stereo unspecified)	0.8	-14	0.2	0.6	0.4	0.9	2	-0.1	-0.8	0	-1
Cc1sc(NC(=O)c2ccco2)c(C(c2cccnc2)N2CCN(CCO)CC2)c1C (stereo unspecified)	-1.4	1	0.6	0.6	0.3	0.7	-15	-0.6	-1.7	0	-37
COc1ccccc1CNC(=O)C[C@H]1CC[C@@H]2[C@H](COC[C@H](O)CN2Cc2ccc3c(c2)OCO3)O1	nt	-3	1.6	nt	0.7	-0.2	8	0.6	-1.7	2	-1
O=C(NCCC1CC1(Cl)Cl)Nc1ccccc1 (stereo unspecified)	5.3	14	0.0	3.0	0.5	-1.4	4	0.6	-1.5	-6	2
NS(=O)(=O)c1ccc(CNC(=O)NC2(c3ccccc3)CC2)cc1	1.6	-3	-0.8	-1.2	0.4	-0.1	-2	0.7	0.7	0	1
Cc1ccccc1OCCC(=O)OCC(=O)N(C)c1c(N)n(Cc2ccccc2)c(=O)[nH]c1=O	-1.1	2	1.2	0.1	-0.5	1.7	-1	1.0	-1.6	6	3
Cc1ccc(N(CC(O)CN2CCOCC2)S(=O)(=O)c2ccc3ccccc3c2)cc1 (stereo unspecified)	-1.4	-11	-0.5	0.8	-0.1	-0.2	1	0.3	-1.2	0	-3
NS(=O)(=O)c1ccc(NC(=O)COC(=O)CN2C(=O)C3CC=CCC3C2=O)cc1 (stereo unspecified)	0.3	2	-1.2	0.0	0.3	2.1	5	0.4	-0.8	0	-3
CCc1ccccc1NC(=O)CN1CCN(C(=O)C2CCN(C(=O)/C=C/c3ccccc3)CC2)CC1	-0.1	-2	-3.0	-0.8	0.6	-1.1	2	-1.0	-1.9	0	-2
CN1CCN(C(=S)NC(=O)c2ccccc2Cl)CC1	-0.8	9	0.1	0.6	0.1	2.2	0	-1.7	-0.3	-4	1
O=C(CC1C(=O)NCCN1CC(c1ccccc1)c1ccccc1)NC1CC1 (stereo unspecified)	-0.5	7	0.1	0.7	-0.5	-3.4	-8	0.4	-0.9	-4	-4
O=C1C(=O)c2ccc(-c3ccccc3)cc2-c2ccccc21	-3.2	4	-0.7	-0.2	-0.8	-1.8	-8	0.7	-1.6	-4	-9
CCCOC(=O)c1ccc(Oc2c(-c3ccc(OCC)cc3O)n[nH]c2C)cc1	2.1	-33	-0.8	0.7	-0.4	-1.1	6	0.6	-0.8	-5	-3

A draw from above in order of number of heavy atoms, rising:
SMILES	FXN GAA850 act	HGIII-sPLA2 inh	DAX1 inh-1	DAX1 inh-2	proKLK7 act	hgDAF12 agonist	GC-B act	hcDAF-12 act	ssDAF-12 act	SMARCA2 activ	GC-A act
O=C(NCCC1CC1(Cl)Cl)Nc1ccccc1 (stereo unspecified)	5.3	14	0.0	3.0	0.5	-1.4	4	0.6	-1.5	-6	2
Cc1cccc(C)c1NC(=O)C(C)N1CCCCC1 (stereo unspecified)	0.8	-14	0.2	0.6	0.4	0.9	2	-0.1	-0.8	0	-1
O=C(CCCOc1ccccc1)Nc1ccccc1C(F)(F)F	0.2	-3	-0.3	0.8	0.2	-1.5	0	-1.0	-1.9	-1	-2
NS(=O)(=O)c1ccc(CNC(=O)NC2(c3ccccc3)CC2)cc1	1.6	-3	-0.8	-1.2	0.4	-0.1	-2	0.7	0.7	0	1
CC(=O)Nc1ccc(SCC(=O)c2cc(C)n(Cc3cccs3)c2C)cc1	-9.7	4	-2.6	-0.1	0.4	-11	4	-4.7	-2.7	-8	0
CCCOC(=O)c1ccc(Oc2c(-c3ccc(OCC)cc3O)n[nH]c2C)cc1	2.1	-33	-0.8	0.7	-0.4	-1.1	6	0.6	-0.8	-5	-3
CN(CC(=O)Nc1ccc(Cl)c(S(=O)(=O)N2CCOCC2)c1)C(=O)c1ccc(C#N)cc1	0.5	-6	0.4	0.8	0.5	-0.4	0	-0.8	-0.9	5	0
Cc1ccccc1OCCC(=O)OCC(=O)N(C)c1c(N)n(Cc2ccccc2)c(=O)[nH]c1=O	-1.1	2	1.2	0.1	-0.5	1.7	-1	1.0	-1.6	6	3
CCc1ccccc1NC(=O)CN1CCN(C(=O)C2CCN(C(=O)/C=C/c3ccccc3)CC2)CC1	-0.1	-2	-3.0	-0.8	0.6	-1.1	2	-1.0	-1.9	0	-2
